Tau ThT inhib – tau fibrillization inhibition (ThT binding); P10636; Potency, µM (titrated, usually from 57.4 µM), without a hit: top-dose activity, negative = inhibition, hits mostly inhibitors; AID 1460; recombinant tau K18 P301L, heparin-induced fibrillization, ThT fluorescence; actives 2.1% (n = 270,000); note: % is set by controls: 0 for no effect and ±100 for the full control effect; nearly all actives have a fitted effect of over 55% in size
Target sequence (P10636 561-689 P618L limits assumed): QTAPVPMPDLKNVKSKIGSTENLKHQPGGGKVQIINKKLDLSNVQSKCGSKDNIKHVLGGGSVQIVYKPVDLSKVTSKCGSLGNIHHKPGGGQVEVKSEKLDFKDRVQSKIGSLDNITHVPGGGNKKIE
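K18 P301L tau (15 uM + 0.24 uM Alexa 594-tagged), heparin 20 uM, NaOAc pH 7, 6 h 37 C; ThT 30 uM, 1 h RT, ex 450/em 510 nm.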
GAA inh – inhibitors of human lysosomal alpha-glucosidase. P10253. purified human GAA, 4-MU-alpha-glucoside fluorescence. Potency, µM (titrated, usually from 76.9 µM), inactives show top-dose activity change, negative = inhibition, most hits filed as inhibitors. actives 0.005% (n = 200,000). AID 1466;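 note: plate controls were uninhibited enzyme wells for no effect and no-enzyme background for full effect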
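Compounds are titrated up to 77 uM against 4 nM human enzyme. Substrate 4-methylumbelliferyl-alpha-D-pyranoside (400 uM) reacts 20 min at room temperature in pH 5.0 buffer; liberated 4-methylumbelliferone is read at 440 nm.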
Tau fluor cs – counter-screen for tau fibril formation inhibitors; Potency, µM (doses to about 57.7 µM), without a hit: top-dose activity change, negative = decrease; tau K18 P301L (four-repeat tau fragment) Alexa594 fluorescence, heparin fibrillization; actives 0.93% (n = 280,000); AID 1463; note: % is set by controls: 0 for no effect and ±100 for the full control effect; nearly all actives have a fitted effect of over 55% in size
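Human K18 P301L tau (15 uM unlabeled plus 0.24 uM Alexa 594-labeled, final) in 100 mM sodium acetate pH 7 was mixed with compound and 20 uM heparin and incubated 6 hr at 37 C.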
aGlu spleen mod – inhibitors or activators of human alpha-glucosidase in spleen homogenate; actives 0.006% (n = 240,000); human spleen homogenate, 4-MU-alpha-glucoside fluorescence; Potency, µM (top dose mostly 79.9 µM), without a hit: at the highest dose activity change, negative = inhibition, hits mostly inhibitors; P10253; AID 2112;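 note: 0% = enzyme with vehicle and -100% = no enzyme basal signal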
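Compounds were titrated against alpha-glucosidase in spleen homogenate at pH 5.0, with 1 mM 4-methylumbelliferyl substrate for 40 min at 37 C. Reactions were quenched with pH 10 NaOH/glycine and fluorescence measured.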
GLA spleen mod – alpha-galactosidase A (human) modulation. human spleen homogenate, 4MU-alpha-Gal fluorescence, 40 min. actives 0.008% (n = 240,000). P06280. Potency, µM (top dose mostly 80 µM), for inactives: at the top dose activity change, negative = inhibition, hits mostly inhibitors;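 note: 0% = enzyme with vehicle and -100% = no enzyme basal signal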
Target sequence (P06280 32-429 limits assumed): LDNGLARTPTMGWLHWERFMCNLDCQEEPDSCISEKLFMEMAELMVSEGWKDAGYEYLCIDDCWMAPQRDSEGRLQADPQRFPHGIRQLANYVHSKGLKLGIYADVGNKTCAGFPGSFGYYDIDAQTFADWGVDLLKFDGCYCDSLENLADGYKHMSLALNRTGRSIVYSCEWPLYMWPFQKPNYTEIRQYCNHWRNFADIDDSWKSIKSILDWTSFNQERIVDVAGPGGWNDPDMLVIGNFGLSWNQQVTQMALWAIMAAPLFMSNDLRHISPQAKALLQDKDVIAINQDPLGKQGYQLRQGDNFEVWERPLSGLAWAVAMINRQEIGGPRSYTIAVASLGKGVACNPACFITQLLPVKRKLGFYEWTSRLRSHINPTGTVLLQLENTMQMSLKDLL
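Inhibition or activation of alpha-galactosidase in human spleen homogenate is scored by 4-MU fluorescence after 40 min at 37C, pH 5.0, with 1 mM substrate. AC50s come from concentration-response fitted to the Hill equation.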
Tau FP inhib – inhibitors of human tau fibril formation; K18 P301L tau heparin fibrillization, Alexa594 FP, 6 h; Potency, µM (titrated, usually from 57.7 µM), for the others: at the highest dose activity, negative = inhibition, usual class: inhibitors; actives 0.39% (n = 280,000); AID 1468; P10636; note: % is set by controls: 0 for no effect and ±100 for the full control effect; nearly all actives have a fitted effect of over 55% in size
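Human tau K18 […] P301L fragment, 15 uM unlabeled plus 0.24 uM Alexa 594-labeled tau (final), with compound and 20 uM heparin in 100 mM sodium acetate pH 7; 6 hr at 37 C, then Alexa 594 FP read.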
GAA glycogen mod – inhibitors or activators of human alpha-glucosidase glycogen cleavage; actives 0.38% (n = 300,000); Potency, µM (series often up to 76.4 µM), for the others: at the highest dose activity change, negative = inhibition, actives largely listed as inhibitors; recombinant GAA, glycogen substrate, Amplex Red glucose oxidase fluorescence; AID 2100; P10253;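 note: 0% = full enzyme reaction and -100% = no-enzyme basal signal; the screen sought inhibitors and activators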
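Recombinant enzyme (4 nM final) with compounds titrated up to 77 uM and bovine liver glycogen (30 ug) in citrate pH 5.0, 0.01% Tween-20, 37 C 40 min. Released glucose detected by Amplex Red/glucose oxidase (Ex 573/Em 610); AC50 from Hill fits.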
HTT ATP protect – protects HTT-Q103 PC12 cells, measured by ATP. PC12 HTT-Q103 induced, cytoprotection, ATP luminescence, 40 h. Potency, µM (highest dose often 56.4 µM), for inactives: cytoprotection (ATP increase), hits mostly activators. actives 0.14% (n = 230,000);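 note: % of control where 0% means no effect; nearly all actives have a fitted effect of over 45% in size; toxic huntingtin expression switched on by the ecdysone agonist tebufenozide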
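Cells were plated at 1500 per well in phenol red-free DMEM with 5% equine and 5% calf serum. Tebufenozide (100 nM final) and compounds were added, then ATPlite reagent, and luminescence was read.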
An asterisk follows results filed as active; [ ] = remark or other dose. Calls come from the whole dose curve; as a rule, active = well fitted curve in the direction sought with a large enough effect; inconclusive = small, poorly fitted or top-dose-only effect, or another doubt; inactive = no such curve, though single readings can be large; an effect the other way counts as inactive or inconclusive. Potency is the fitted concentration of half-maximal effect.

Screening COc1cccc(C2C(C(=O)OC(C)C)=C(C)Nc3ncnn32)c1 (configuration not stated) returned Tau ThT inhib -14%, GAA inh -5%, Tau fluor cs -13%, aGlu spleen mod -9%, GLA spleen mod -4%, Tau FP inhib 1%, GAA glycogen mod -12% and HTT ATP protect -21%.
For CCCCCCCC(=O)NC(Nc1ccc(S(N)(=O)=O)cc1)C(Cl)(Cl)Cl (configuration not stated) the results were Tau ThT inhib 6%, GAA inh inconclusive, Tau fluor cs -20%, aGlu spleen mod -11%, GLA spleen mod -8%, Tau FP inhib 8%, GAA glycogen mod -2% and HTT ATP protect -26%.
Screening COc1ccc(/C=C/c2nnc(NC(C)=O)s2)cc1 returned Tau ThT inhib -26%, Tau fluor cs -16%, aGlu spleen mod 2%, GLA spleen mod 19%, Tau FP inhib -11%, GAA glycogen mod 7% and HTT ATP protect -8%[10 µM].
`CN(C)S(=O)(=O)c1ccc(NC(=O)N2CCN(c3ccccc3Cl)CC2)cc1` gave Tau ThT inhib -8%, GAA inh -1%, Tau fluor cs -20%, aGlu spleen mod -1%, GLA spleen mod -3%, Tau FP inhib 7%, GAA glycogen mod 4% and HTT ATP protect -4%[10 µM].
Screening Cc1cc(NC(=O)CN2CC(C)OC(C)C2)n(-c2nc3ccccc3s2)n1 (configuration not stated) returned Tau ThT inhib 0%, GAA inh -2%, Tau fluor cs -7%, aGlu spleen mod -5%, GLA spleen mod -3%, Tau FP inhib -4%, GAA glycogen mod -5% and HTT ATP protect -12%.
Cn1c(C(C#N)C(=O)c2sc3ccccc3c2Cl)nc2ccccc21 (configuration not stated) was read as Tau ThT inhib -8%, GAA inh -2%, Tau fluor cs -1%, aGlu spleen mod 1%, GLA spleen mod -1%, Tau FP inhib inconclusive, GAA glycogen mod 12% and HTT ATP protect -19%.
Screening COCCCN(C(=S)Nc1cc(Cl)cc(Cl)c1)C(C)c1ccccn1 (configuration not stated) returned Tau ThT inhib inconclusive, Tau fluor cs -29%, aGlu spleen mod -2%, GLA spleen mod -11%, Tau FP inhib -6%, GAA glycogen mod -24% and HTT ATP protect -2%[10 µM].
For CCc1ccc(NC(=O)CCNS(=O)(=O)c2ccc3c(c2)oc(=O)n3C)cc1 the results were Tau ThT inhib -6%, Tau fluor cs -11%, Tau FP inhib 0% and GAA glycogen mod 12%[76.3 µM].
Screening Cc1cnc(C(=O)Nc2nc(-c3ccccc3)cs2)cn1 returned Tau ThT inhib -12%, GAA inh -3%, Tau fluor cs -10%, aGlu spleen mod -3%, GLA spleen mod 7%, Tau FP inhib -5%, GAA glycogen mod 3% and HTT ATP protect 15%[10 µM].
For Cc1cc(N2CCN(Cc3ccccc3)CC2)n2nc(C)c(-c3ccccc3)c2n1 the results were Tau ThT inhib -12%, GAA inh -3%, Tau fluor cs -11%, aGlu spleen mod -3%, GLA spleen mod -2%, Tau FP inhib 6%, GAA glycogen mod 3% and HTT ATP protect -7%.
Screening Cc1cc(C(=O)Nc2cc(C)n(Cc3ccc(Cl)cc3)n2)no1 returned Tau ThT inhib -8%, GAA inh 2%, Tau fluor cs -5%, aGlu spleen mod 1%, GLA spleen mod 9%, Tau FP inhib -2%, GAA glycogen mod -2% and HTT ATP protect inconclusive.
For O=C(Nc1ccccc1)C1=C(O)CC(c2ccc(Cl)cc2)N2CCN=C12 (configuration not stated) the results were Tau ThT inhib 3%, GAA inh -7%, Tau fluor cs -6%, aGlu spleen mod -6%, GLA spleen mod -4%, Tau FP inhib 2%, GAA glycogen mod 5% and HTT ATP protect -17%[0.074 µM].
For Cc1cc2cc(CN(CC3CCCO3)C(=S)NCc3ccco3)c(=O)[nH]c2cc1C (configuration not stated) the results were Tau ThT inhib -13%, GAA inh -2%, Tau fluor cs -19%, aGlu spleen mod -8%, GLA spleen mod -3%, Tau FP inhib 12%, GAA glycogen mod 2% and HTT ATP protect 9%[10 µM].
CCc1cccc(NC(=O)c2nc(-c3ccncc3)no2)c1 was read as Tau ThT inhib 3%, Tau fluor cs inconclusive, Tau FP inhib 9% and GAA glycogen mod -5%[76.3 µM].
`Cc1cc(NC(=O)C23CCC(C)(C(=O)O2)C3(C)C)no1` (configuration not stated) gave Tau ThT inhib 4%, GAA inh -11%, Tau fluor cs 10%, aGlu spleen mod -23%, GLA spleen mod 14%, Tau FP inhib 9%, GAA glycogen mod -4% and HTT ATP protect 14%[10 µM].
Screening NC(=O)Cn1c2[n+](c3ccccc31)CC(O)CS2 (configuration not stated) returned Tau ThT inhib -6%, GAA inh -6%, Tau fluor cs -2%, aGlu spleen mod 1%, GLA spleen mod 7%, Tau FP inhib 1%, GAA glycogen mod -4% and HTT ATP protect 28%.
`Cc1ccc(N(C(=O)c2ccc(S(=O)(=O)N(C)C)cc2)C2C=CS(=O)(=O)C2)cc1` (configuration not stated) gave Tau ThT inhib -3%, GAA inh 5%, Tau fluor cs -6%, aGlu spleen mod -1%, GLA spleen mod 1%, Tau FP inhib -5%, GAA glycogen mod 1% and HTT ATP protect -15%.
Screening COc1nnc(-c2ccc(C)c(S(=O)(=O)NCCO)c2)c2ccccc12 returned Tau ThT inhib -2%, GAA inh -3%, Tau fluor cs -3%, aGlu spleen mod -8%, GLA spleen mod -10%, Tau FP inhib -11%, GAA glycogen mod 1% and HTT ATP protect -11%.
Cc1ccccc1-c1noc(-c2ccc(N3CCOCC3)c([N+](=O)[O-])c2)n1 was read as Tau ThT inhib -5%, Tau fluor cs -15%, Tau FP inhib 0% and GAA glycogen mod -11%[76.3 µM].
Fc1ccc(C2=CSC3=NCCN23)cc1 was read as Tau ThT inhib 0%, GAA inh 14%, Tau fluor cs 4%, aGlu spleen mod -11%, GLA spleen mod -7%, Tau FP inhib -4% and GAA glycogen mod 9%.
For Cc1ccc(C)c(-n2c3nc(=O)[nH]c(=O)c-3cc3cc([N+](=O)[O-])ccc32)c1 the results were Tau ThT inhib 1%, GAA inh -1%, Tau fluor cs -4%, aGlu spleen mod -9%, GLA spleen mod -3%, Tau FP inhib 7%, GAA glycogen mod 12% and HTT ATP protect -52%[inhibitor][10 µM].
COc1ccc(C(=O)OCCc2ccc(O)cc2)cc1 was read as Tau ThT inhib inconclusive, GAA inh -2%, Tau fluor cs -29%, aGlu spleen mod -23%, GLA spleen mod -2%, Tau FP inhib -11% and GAA glycogen mod -1%.
`COC(=O)c1ccc(S(=O)(=O)N(CCO)Cc2ccccc2)n1C` gave Tau ThT inhib -11%, Tau fluor cs -8%, aGlu spleen mod -5%, GLA spleen mod -1%, Tau FP inhib -6%, GAA glycogen mod 6% and HTT ATP protect 34%[10 µM].
CCCNc1nc(-c2ccccc2)c(C(=O)OCC)cc1C#N was read as Tau ThT inhib -12%, GAA inh 4%, Tau fluor cs -20%, aGlu spleen mod -6%, GLA spleen mod 3%, Tau FP inhib 8%, GAA glycogen mod -6% and HTT ATP protect -55%[inhibitor][10 µM].
For COc1ccc(Nc2oc(COc3ccccc3OC)nc2C#N)cc1 the results were Tau ThT inhib inconclusive, GAA inh 3%, Tau fluor cs inconclusive, aGlu spleen mod -3%, GLA spleen mod 0%, Tau FP inhib 7% and GAA glycogen mod -2%.
Screening CCNc1ccc(S(=O)(=O)N(C)C)cc1NCC(=O)Nc1ccc(Br)cc1F returned Tau ThT inhib inconclusive, GAA inh 0%, Tau fluor cs 9%, aGlu spleen mod -5%, GLA spleen mod 4%, Tau FP inhib -7%, GAA glycogen mod inconclusive and HTT ATP protect 25%[10 µM].
Screening O=C1OCCC1Sc1nnc(-c2ccccc2Br)n1Cc1ccccc1 (configuration not stated) returned Tau ThT inhib 1%, GAA inh 4%, Tau fluor cs -2%, aGlu spleen mod -10%, GLA spleen mod 1%, Tau FP inhib 6% and GAA glycogen mod 2%.
CCOC(=O)c1ccccc1NC(=O)NCc1cccn1Cc1ccc(F)cc1 was read as Tau ThT inhib inconclusive, Tau fluor cs -4%, Tau FP inhib -4% and GAA glycogen mod 0%[76.3 µM].
For O=C(N/N=C/c1c[nH]c2ccc(Br)cc12)C1CC1 the results were Tau ThT inhib inconclusive, Tau fluor cs -28%, aGlu spleen mod 3%, GLA spleen mod -7%, Tau FP inhib 17%, GAA glycogen mod 1% and HTT ATP protect 12%[10 µM].
CCOc1ccc(S(=O)(=O)Nc2ccc3c(c2)c(C(C)=O)c(C)n3S(=O)(=O)c2ccc(OCC)cc2)cc1 was read as Tau ThT inhib -7%, Tau fluor cs inconclusive, Tau FP inhib inconclusive and GAA glycogen mod 3%[76.3 µM].

Of the compounds above, five contain an aryl methoxy group.
Screening COc1cccc(C2C(C(=O)OC(C)C)=C(C)Nc3ncnn32)c1 (configuration not stated) returned Tau ThT inhib -14%, GAA inh -5%, Tau fluor cs -13%, aGlu spleen mod -9%, GLA spleen mod -4%, Tau FP inhib 1%, GAA glycogen mod -12% and HTT ATP protect -21%.
Screening COc1ccc(/C=C/c2nnc(NC(C)=O)s2)cc1 returned Tau ThT inhib -26%, Tau fluor cs -16%, aGlu spleen mod 2%, GLA spleen mod 19%, Tau FP inhib -11%, GAA glycogen mod 7% and HTT ATP protect -8%[10 µM].
Screening COc1nnc(-c2ccc(C)c(S(=O)(=O)NCCO)c2)c2ccccc12 returned Tau ThT inhib -2%, GAA inh -3%, Tau fluor cs -3%, aGlu spleen mod -8%, GLA spleen mod -10%, Tau FP inhib -11%, GAA glycogen mod 1% and HTT ATP protect -11%.
COc1ccc(C(=O)OCCc2ccc(O)cc2)cc1 was read as Tau ThT inhib inconclusive, GAA inh -2%, Tau fluor cs -29%, aGlu spleen mod -23%, GLA spleen mod -2%, Tau FP inhib -11% and GAA glycogen mod -1%.
For COc1ccc(Nc2oc(COc3ccccc3OC)nc2C#N)cc1 the results were Tau ThT inhib inconclusive, GAA inh 3%, Tau fluor cs inconclusive, aGlu spleen mod -3%, GLA spleen mod 0%, Tau FP inhib 7% and GAA glycogen mod -2%.

Compound activity as filed in PubChem BioAssay.
